PglD DTNB = PglD (C. jejuni) enzyme inhibition; AID 602405; purified PglD enzyme, DTNB colorimetric CoA detection; inhibition, % at 12.5 µM; 360,000 compounds, 0.098% hits; in the data active means inhibition above about 16%, passing the limit was not always enough; further: strong numbers were not always called active
PGC1a acetyl inh = lowers PGC1a acetylation signal in U2OS cells; 350,000 compounds, 0.17% hits; AlphaScreen anti-acetyl-lysine; with virally co-expressed GCN5 acetyltransferase; inhibition, % at 15.6 µM;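 active means every replicate shows inhibition of at least 40%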;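 further: 0% = neutral control wells and 100% = positive control wells; some results beyond the cut were filed as inactive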
LGR2 antag = inhibitors of bursicon-induced Drosophila LGR2 receptor cAMP signaling; HEK293 LGR2, CRE-luciferase, bursicon-stimulated, 4 h; inhibition, % at 9.99 µM; 380,000 compounds, 0.35% hits; AID 720647;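 active means drop in luminescence signal, shown as inhibition above about 50% in the replicate tests, limit read from the data, passing the limit was not always enough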;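 further: agonist challenge used bursicon conditioned medium at about half maximal strength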
GSIS activator = primary screen for activators of insulin secretion dependent on glucose, INS-1E cells, GLuc reporter luminescence. 370,000 compounds, 0.61% hits. INS-1E GLuc reporter insulin secretion, 2-3 h. AID 743287. activation, % at 16.6 µM;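 active means lowest replicate activation of at least 40%, so every replicate reaches that level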;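 further: 0% = median of neutral control wells and 100% = median of IBMX positive control wells; some compounds called inactive have numbers as strong as hits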
ARNT TACC3 PPI = disrupts binding between human ARNT and TACC3; AlphaScreen His-ARNT PAS-B/GST-TACC3 binding, luminescence; TACC3 fragment carries E629A point mutation; inhibition, % at 9.99 µM; 390,000 compounds, 0.66% hits; AID 623870;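 active means mean inhibition of replicates at least 50% and at least half of replicates each reaching 50%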;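 further: 0% = complete ARNT plus TACC3 wells and 100% = ARNT alone without TACC3; many hits fall short of the cut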
PAX8 reporter = PAX8 transcriptional activity inhibition; RMG-I TPO-luciferase reporter, SteadyGlo, 24 h; 360,000 compounds, 1.2% hits; inhibition, % at 12.6 µM;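 active means mean replicate inhibition at least 60% with every replicate also reaching 60%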;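 further: luciferase light reporting Pax8 driven TPO promoter activity; plate controls were median of neutral control wells for no effect and mitoxantrone controls for full effect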
C2C12 statin = protects C2C12 myotubes from simvastatin toxicity. ATP luminescence, 48 h; scaled: DMSO 0, geranylgeraniol control 100. AID 602340. 330,000 compounds, 0.78% hits. rescue of ATP level, % at 7.49 µM;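 active means mean ATP rescue above about 67%, or every replicate alone reaching that limit, limit read from the data, passing the limit was not always enough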;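 further: myotubes were challenged with 10 µM simvastatin during compound exposure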
Cneo AK release = causes C. neoformans cell lysis; lysis activity, % at 15 µM; adenylate kinase release luminescence, 4 h; normalised: neutral wells 0, clomiphene wells 100; AID 651654; 360,000 compounds, 0.2% hits;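 active means mean lysis activity across replicates of at least 80%, whatever share of replicates individually reach that level; inactive means mean lysis activity below 80%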
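Assay system: Cryptococcus neoformans yeast cells / Dosing: single-point compound dose / Timing: 4 h at 37 °C static, read 1 h later / Measured by: luminescence of released adenylate kinase using an AK detection reagent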
* hit, by the source's call; . = not tested or not shown; & = joins results of further samples.

Sequence of screens: PglD DTNB | PGC1a acetyl inh | LGR2 antag | GSIS activator | ARNT TACC3 PPI | PAX8 reporter | C2C12 statin | Cneo AK release
> N#C[C@@H]1[C@@H](c2ccccc2C2=CCCC2)[C@H](CO)N1C(=O)C1CCOCC1
→ . | -7 | 8 | -11 | . | 5 | . | .
> CC(C)Cc1ccc(CN2CCCC(NC(=O)c3ccnn3C)C2)cc1 (stereo not drawn)
→ 4 | . | 0 | -32 | 1 | 23 | -4 | 5
> CN1C(=O)c2cc(NC(=O)Nc3cccc(Cl)c3)ccc2OC[C@@H]2O[C@@H](CC(=O)NCCc3ccncc3)CC[C@@H]21
→ 4 | -4 | 8 | -20 | 8 | 0 | -5 | -1
> COc1ccc2[nH]c3c(c2c1)CCN1C(=O)C(CC(=O)NCC24CC5CC(CC(C5)C2)C4)C[C@H](C(=O)N2CCOCC2)[C@@]31C (stereo partly drawn)
→ -1 | 36 | 9 | -21 | 4 | 30 | 2 | -2
> COc1ccccc1N1CCN(c2ccc([N+](=O)[O-])cn2)CC1
→ -9 | -7 | -16 | . | . | -2 | 0 | -1
> C[C@@H]1CN([C@H](C)CO)C(=O)Cc2cc(NC(=O)Cn3cnnn3)ccc2O[C@H]1CN(C)C(=O)Nc1cccc2ccccc12
→ 4 | -3 | -2 | 12 | 5 | 12 | 7 | -4
> Nc1nonc1-n1nnc(C(=O)N/N=C/c2cccc(F)c2)c1CN1CCCCCC1
→ 0 | 6 | 12 | -4 | . | -2 | 13 | -1
> O=C(Nc1ccc(S(=O)(=O)N2CCCC2)cc1)c1cncc(Br)c1
→ 1 | 4 | -15 | 1 | . | -2 | 2 | -1
> Cc1ccc(S(=O)(=O)N2CCCC(C(=O)NCCc3ccc4c(c3)OCO4)C2)cc1 (stereo not drawn)
→ 5 | -15 | . | . | -4 | . | 18 | -1
> CC(C)CC#Cc1cnc2c(c1)C(=O)N([C@H](C)CO)C[C@H](C)[C@@H](CN(C)C(=O)c1cnccn1)O2
→ 1 | -5 | 4 | -1 | -4 | . | 11 | 1
> O=C(CCNC(=O)c1ccccc1Cl)NCc1ccncc1
→ . | 7 | 15 | 11 | 1 | -6 | . | .
> COc1cc(C(=O)OCC(=O)N2CCCCC2C)cc(NC(=O)c2cccs2)c1OC (stereo not drawn)
→ . | -2 | 5 | -13 | -2 | 31 | . | .
> CCOc1ccc(NC(=O)C2CCN(S(=O)(=O)c3cccnc3)CC2)cc1
→ 0 | -6 | -25 | 1 | 5 | . | -12 | 0
> CC1CCCC(NC(=O)COC(=O)c2ccc(S(=O)(=O)N3CCOCC3)cc2)C1C (stereo not drawn)
→ 1 | -3 | . | . | 7 | . | -1 | -1
> C=C(C)CSc1nnc(-c2cccc(S(=O)(=O)N(C)C)c2)n1-c1cc(OC)ccc1OC
→ 1 | -7 | . | . | 0 | -4 | . | 1
> CC(=O)OC1CCC2(C)C(=CCC3C2CCC2(C)C3CC3OC4(CCC(C)CN4)C(C)C32)C1 (stereo not drawn)
→ 2 | 4 | . | . | -4 | . | -1 | 1
> COc1cc(CN2C[C@@H]3N[C@H](C2)C3c2ccc(-c3ccncc3)cc2)cc(OC)c1 (stereo partly drawn)
→ . | -9&3 | -3&-3 | 6&-1 | . | 1&-3 | . | .
> COc1ccc(-c2noc(N3CCC(C(=O)Nc4cc(OC)c(OC)c(OC)c4)CC3)n2)cc1
→ . | -14 | -7 | -22 | -7 | 0 | -7 | 2
> Cc1nn(Cc2ccccc2Cl)c(C)c1NC(=O)c1noc(C(C)C)c1[N+](=O)[O-]
→ 4 | 15 | 5 | -9 | 17 | -15 | 15 | 2
> C[C@@H]1CN([C@H](C)CO)C(=O)Cc2cc(NC(=O)Nc3ccc(F)cc3)ccc2O[C@@H]1CN(C)Cc1ccc2c(c1)OCO2
→ 2 | 0 | 30 | -29 | 8 | 16 | -3 | 0

The list goes on, starting with the last 6 of the part before.
Sequence of screens: PglD DTNB | PGC1a acetyl inh | LGR2 antag | GSIS activator | ARNT TACC3 PPI | PAX8 reporter | C2C12 statin | Cneo AK release
> C=C(C)CSc1nnc(-c2cccc(S(=O)(=O)N(C)C)c2)n1-c1cc(OC)ccc1OC
→ 1 | -7 | . | . | 0 | -4 | . | 1
> CC(=O)OC1CCC2(C)C(=CCC3C2CCC2(C)C3CC3OC4(CCC(C)CN4)C(C)C32)C1 (stereo not drawn)
→ 2 | 4 | . | . | -4 | . | -1 | 1
> COc1cc(CN2C[C@@H]3N[C@H](C2)C3c2ccc(-c3ccncc3)cc2)cc(OC)c1 (stereo partly drawn)
→ . | -9&3 | -3&-3 | 6&-1 | . | 1&-3 | . | .
> COc1ccc(-c2noc(N3CCC(C(=O)Nc4cc(OC)c(OC)c(OC)c4)CC3)n2)cc1
→ . | -14 | -7 | -22 | -7 | 0 | -7 | 2
> Cc1nn(Cc2ccccc2Cl)c(C)c1NC(=O)c1noc(C(C)C)c1[N+](=O)[O-]
→ 4 | 15 | 5 | -9 | 17 | -15 | 15 | 2
> C[C@@H]1CN([C@H](C)CO)C(=O)Cc2cc(NC(=O)Nc3ccc(F)cc3)ccc2O[C@@H]1CN(C)Cc1ccc2c(c1)OCO2
→ 2 | 0 | 30 | -29 | 8 | 16 | -3 | 0
> CCOC(=O)c1cnc2c(C(F)(F)F)cccc2c1NCCCN1CCOCC1
→ -4 | . | -4 | 4 | 3 | 11 | -26 | 0
> CC(=O)C1=C(O)C(=O)N(c2ccc(O)cc2)C1c1ccc(Cl)cc1 (stereo not drawn)
→ 4 | . | -14 | -19 | -1 | 19 | 3 | 0
> CCNC(=O)[C@H]1[C@H](CO)[C@H]2Cn3c(ccc(-c4ccccc4OC)c3=O)[C@H]2N1CC
→ -5 | . | 6 | 14 | 2 | -7 | 11 | -4
> O=C(Cn1c(=O)c2sccc2n(Cc2ccc([N+](=O)[O-])cc2)c1=O)NCCc1ccccc1
→ . | . | 1 | -29 | 18 | 17 | . | .
> COc1ccc(CN2C(=O)NC3(CCCCC3)C2=O)cc1F
→ 6 | . | . | . | -5 | . | -1 | 0
> C=CCNC(=O)/C(C#N)=C\c1cc(Cl)c(OCC)c(OC)c1
→ 5 | -2 | -12 | -8 | -14 | 3 | . | -1
> COC(=O)c1nnn(-c2cc(Cl)cc(Cl)c2)c1C(=O)OC
→ . | . | 1 | 6 | 3 | 16 | . | .
> CCCSc1ncc(Cl)c(C(=O)Nc2ccc(S(=O)(=O)N3CC(C)OC(C)C3)cc2)n1 (stereo not drawn)
→ 2 | -25 | 17 | -23 | 2 | . | -1 | -6
> Cn1c2c(c(=O)n(C)c1=O)CN(CCCN1CCOCC1)CN2
→ 0 | -6 | . | . | 6 | . | -5 | 0
> CC(C)(C)OC(=O)N[C@@H](C(=O)OC(C)(C)C)c1ccc(C(F)(F)F)cc1
→ -7 | -22 | -5 | -2 | -2 | -22 | 7 | -1
> C[C@@H]1CN([C@H](C)CO)C(=O)c2cc(N(C)C)ccc2O[C@H]1CN(C)C(=O)Nc1ccc(F)cc1
→ -1 | -1 | 12 | -9 | -6 | 0 | 32 | -4
> CN(C(=O)c1ccco1)c1nnc(C23CC4CC(CC(C4)C2)C3)s1
→ 0 | . | -95 | . | 1 | -13 | -13 | 2
> CC(C)NC(=O)Nc1ccc2c(c1)C(=O)N([C@@H](C)CO)C[C@@H](C)[C@H](CN(C)Cc1ccc(Cl)c(Cl)c1)O2
→ 2 | 4 | -15 | -19 | -3 | 2 | -30 | 4
> Cc1cc(C)cc(OCC(=O)Nc2ccc(N3CCN(S(C)(=O)=O)CC3)cc2)c1
→ 2 | 3 | . | . | -4 | 5 | 2 | -1
> Cc1ccccc1-c1nnn(CC(=O)NC(=O)NC2CCCC2)n1
→ -2 | -5 | -5 | -15 | -12 | -13 | 0 | 2
> O=[N+]([O-])c1ccccc1CCc1cnc(Cl)s1
→ 9 | 1 | -3 | 2 | -9 | -40 | -1 | -1
> CC(C)NC(=O)Nc1ccc2c(c1)C(=O)N([C@H](C)CO)C[C@H](C)[C@@H](CN(C)C)OCCCC[C@H](C)O2
→ 3 | -2 | 1 | 10 | 9 | -9 | . | -1
> CC(C)=N/N=c1\scc(C)n1Cc1ccco1
→ . | -18 | 29 | 6 | -3 | 4 | . | .
> CCCCC(=O)Nc1cccc(NC(=O)c2cccc(Br)c2)c1
→ . | . | 4 | -6 | 0 | -23 | . | .
> COC(=O)C[C@H]1CC[C@@H]2[C@@H](COc3ccc(NC(=O)Nc4cc(C)cc(C)c4)cc3C(=O)N2C)O1
→ -1 | . | -1 | -8 | -2 | 25 | 7 | 0

Reprinted from the results shown (two entries):
Sequence of screens: PglD DTNB | PGC1a acetyl inh | LGR2 antag | GSIS activator | ARNT TACC3 PPI | PAX8 reporter | C2C12 statin | Cneo AK release
> COc1ccc(CN2C(=O)NC3(CCCCC3)C2=O)cc1F
→ 6 | . | . | . | -5 | . | -1 | 0
> C=CCNC(=O)/C(C#N)=C\c1cc(Cl)c(OCC)c(OC)c1
→ 5 | -2 | -12 | -8 | -14 | 3 | . | -1

(continued)
Sequence of screens: PglD DTNB | PGC1a acetyl inh | LGR2 antag | GSIS activator | ARNT TACC3 PPI | PAX8 reporter | C2C12 statin | Cneo AK release
> CCCCNC(=O)CNC(=O)c1nn(-c2ccc(OC)c(OC)c2)c(=O)c2ccccc12
→ 4 | -7 | -7 | 15 | . | -12 | 11 | 2
> CN(CC(=O)Nc1c(Cl)cccc1Cl)C(=O)CCC1CCCC1
→ 5 | -6 | 1 | -5 | -13 | 11 | . | -1
> O=C(c1cc2cc(F)ccc2[nH]1)N1CCCC(Nc2ccc(F)cc2)C1 (stereo not drawn)
→ 0 | . | 6 | -40 | 5 | 17 | -10 | 1
> C[C@H](CO)N1C[C@H](C)[C@H](CN(C)Cc2ccc(-c3ccccc3)cc2)Oc2ccc(NS(=O)(=O)c3cccs3)cc2CC1=O
→ 0 | 0 | -15 | -4 | . | -21 | 11 | 1
> C[C@@H]1CN([C@@H](C)CO)C(=O)c2cccc(NC(=O)C3CCCCC3)c2O[C@H]1CN(C)S(=O)(=O)c1cccs1
→ -1 | 10 | -19 | -8 | 2 | -25 | -45 | 12
> Cn1c(=O)c2c(nc(N3CCN(Cc4ccccc4)CC3)n2CCCc2ccccc2)n(C)c1=O
→ 4 | -1 | . | . | 2 | . | 19 | -6
> COc1ccc(NC(=O)Nc2ccc3c(c2)C(=O)N([C@@H](C)CO)C[C@@H](C)[C@H](CN(C)C(=O)Nc2c(C)noc2C)OCCCC[C@H](C)O3)cc1
→ . | 10 | -7 | 9 | . | -2 | . | .
> C/C(=N/NC(=O)c1cc(-c2ccccc2)nc2c(Cl)cccc12)c1cccnc1
→ 3 | . | 13 | 7 | . | -8 | -6 | -1
> NC(=S)NN=C(c1ccc(F)cc1)C1CC1
→ 3 | -5 | 8 | 30 | 42 | -1 | -19 | 2
> CC(C)Oc1ccc(OCCn2c(S(=O)(=O)O)nc3c(N)ncnc32)cc1
→ 0 | . | -9 | 3 | -3 | -7 | 2 | 0
> Nc1nonc1C(=O)NCCNC(=O)c1cccs1
→ 5 | 0 | -18 | 5 | 0 | . | -9 | -1
> Cc1ccc(S(=O)(=O)N(C)C[C@H]2Oc3ccc(NC(=O)Nc4ccc(C(F)(F)F)cc4)cc3C(=O)N([C@@H](C)CO)C[C@@H]2C)cc1
→ 1 | -2 | -27 | 3 | -6 | . | -24 | 8
> CCN(CC)C(=O)C1=C(C)N(CCCN2CCCC2=O)C(=O)C(CC(=O)NCc2cccc3ccccc23)C1 (stereo not drawn)
→ 3 | 5 | 15 | -2 | . | 10 | 12 | 1

Bioassay records from PubChem.
